Assay outcomes deposited in PubChem by National Center for Advancing Translational Sciences (NCATS).
Vif-A3G inh – inhibitors of Vif-APOBEC3G interaction. Potency, µM (doses to about 46.1 µM), without a hit: at the highest dose activity, negative = active, most hits filed as inhibitors. HeLa A3G-eYFP + Vif (tagged APOBEC3G with the HIV-1 protein that degrades it), YFP fluorescence, overnight. 410,000 tested, 0.076% active. AID 602310;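 further: potency means the concentration at half of the fitted maximal effect; on the % scale 0 is the no-effect control and ±100 the full control effect; nearly all actives have a fitted effect of over 60% in size; hits raise eYFP signal because A3G escapes Vif-driven loss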
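Read-out is eYFP fluorescence (Ex 488/Em 500-530) from Vif-expressing HeLa A3G-eYFP cells; more signal means A3G escaped Vif-mediated degradation. Cells plated overnight, compound pinned in, incubated overnight at 37 deg C.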
GRP78 ERSR act – inducers of ER stress response in human glioma cells; U87-MG GRP78 promoter luciferase reporter, 16 h; Potency, µM, for inactives: at the top dose activation, usual class: activators; 420,000 tested, 0.02% active; AID 602332; further: potency means the concentration at half of the fitted maximal effect; series mostly up to about 76 µM; % of control where 0% means no effect; nearly all actives have a fitted effect of over 35% in size
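ERSR induction read as luciferase luminescence (Bright-Glo, 10 min at room temperature) in stably transfected human U87-MG glioma cells exposed to compounds for 16 h, using GRP78 as sensor.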
USP1-UAF1 inh – inhibitors of human USP1/UAF1 deubiquitinase; O94782; recombinant USP1/UAF1, Ub-Rhodamine cleavage fluorescence; Potency, µM (top dose mostly 57.1 µM), inactives show top-dose activity change, negative = inhibition, most hits filed as inhibitors; 390,000 tested, 0.23% active; further: potency means the concentration at half of the fitted maximal effect; on the % scale 0 is the no-effect control and ±100 the full control effect; nearly all actives have a fitted effect of over 60% in size; inactives centre near -12
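USP1/UAF1 complex at 1 nM was preincubated with compound for 15 min at room temperature, then Ub-Rho substrate (150nM final) was added. Fluorescence (480/540 nm) was read kinetically, 6 reads every 60 seconds.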
LDHA inh – LDHA (human) enzyme inhibition | 480,000 tested, 0.15% active | purified LDHA, NADH/diaphorase-resazurin fluorescence; active compounds read low | P00338 | AID 1347041 | activity change, % (values are at about 110 or 230 µM); in the data active means activity change below about -30%; inconclusive means mostly about -25% to -30%;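 further: plate controls were DMSO wells for no effect and wells without enzyme for full effect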
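Enzyme activity of human lactate dehydrogenase 5 (2 nM; 0.06 mM NADH, 0.2 mM pyruvate, 5 min, RT) is measured via a resazurin/diaphorase fluorescence readout of residual NADH.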
Vif-APOBEC3F blk – blocks the Vif interaction with APOBEC3F. HeLa A3F-eYFP + Vif (tagged APOBEC3F with the HIV-1 protein that degrades it), YFP fluorescence increase. AID 602313. 390,000 tested, 0.2% active. Potency, µM (series often up to 46.1 µM), without a hit: top-dose activity, negative = active; further: potency means the concentration at half of the fitted maximal effect; % of control where 0% means no effect; nearly all actives have a fitted effect of over 65% in size
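HeLa cells stably expressing Vif plus C-terminally eYFP-tagged A3F were seeded, incubated overnight at 37 deg C, dosed with compound, incubated overnight again at 37 deg C. Yellow fluorescence (Ex 488/Em 500-530) reported blocked Vif-mediated A3F-eYFP degradation.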
mIDH1 inhibitor – human IDH1 R132H inhibition. 390,000 tested, 0.093% active. O75874. IDH1-R132H enzyme, NADPH consumption, diaphorase/resazurin fluorescence. Potency, µM (doses to about 76.6 µM), inactives show at the top dose activity change, negative = inhibition, hits mostly inhibitors. AID 602179; further: potency means the concentration at half of the fitted maximal effect; on the % scale 0 is the no-effect control and ±100 the full control effect; nearly all actives have a fitted effect of over 65% in size
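IDH1-R132H (0.5 ug/mL dispensed) in pH 7.5 Tris buffer was preincubated 30 min with compound, then given a substrate mix of 0.016 mM NADPH and 2 mM alpha-KG for 80 min at room temperature; remaining NADPH was read by diaphorase/resazurin fluorescence.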
rTrxR1 inhibitor – blocks rat thioredoxin reductase 1; Potency, µM (top dose mostly 114 µM), for inactives: at the highest dose activity change, negative = inhibition, actives largely listed as inhibitors; O89049; recombinant rTrxR1, NADPH fluorescence consumption, selenite substrate; 390,000 tested, 1% active; further: potency means the concentration at half of the fitted maximal effect; on the % scale 0 is the no-effect control and ±100 the full control effect; nearly all actives have a fitted effect of over 65% in size
Target sequence (O89049 whole entry, looked up): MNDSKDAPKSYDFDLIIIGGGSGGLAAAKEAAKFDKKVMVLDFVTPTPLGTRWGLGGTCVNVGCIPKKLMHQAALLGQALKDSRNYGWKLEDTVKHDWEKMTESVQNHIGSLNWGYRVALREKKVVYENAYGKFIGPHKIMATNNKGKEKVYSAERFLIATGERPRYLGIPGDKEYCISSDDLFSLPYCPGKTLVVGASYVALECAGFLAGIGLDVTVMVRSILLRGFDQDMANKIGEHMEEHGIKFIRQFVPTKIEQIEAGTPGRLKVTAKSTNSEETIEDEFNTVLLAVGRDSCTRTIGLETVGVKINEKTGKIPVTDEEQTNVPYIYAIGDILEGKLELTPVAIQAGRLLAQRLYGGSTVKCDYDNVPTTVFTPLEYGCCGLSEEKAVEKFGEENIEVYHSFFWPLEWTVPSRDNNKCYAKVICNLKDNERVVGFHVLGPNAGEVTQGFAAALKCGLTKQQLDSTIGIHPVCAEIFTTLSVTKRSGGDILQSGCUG
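Rat TrxR1 (90 nM in the dispensed reagent) was pre-reduced with 400 uM NADPH for 5 min at room temperature, then incubated with compound for 15 min. After 400 uM selenite was added, NADPH fluorescence (Ex 340/Em 450 nm) was followed for 8 min.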
RGS4 inhibitor – blocks human RGS4-accelerated GTP hydrolysis; P49798; Transcreener GDP fluorescence polarization, RGS4-accelerated GTP hydrolysis; Potency, µM (titrated, usually from 114 µM), without a hit: top-dose activity change, negative = inhibition, usual class: inhibitors; 390,000 tested, 0.039% active; AID 504845; further: potency means the concentration at half of the fitted maximal effect; on the % scale 0 is the no-effect control and ±100 the full control effect; nearly all actives have a fitted effect of over 75% in size; some results filed as inactive show a strong effect at the top dose
Target sequence (P49798 whole entry, looked up): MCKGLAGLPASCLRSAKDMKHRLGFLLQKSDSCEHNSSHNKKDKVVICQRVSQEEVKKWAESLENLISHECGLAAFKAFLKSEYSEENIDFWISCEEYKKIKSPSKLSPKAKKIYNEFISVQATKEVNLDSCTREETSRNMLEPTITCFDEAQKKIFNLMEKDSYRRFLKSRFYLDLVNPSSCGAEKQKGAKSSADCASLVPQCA
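MLSMR compounds (23 nl, pin-transferred) preincubated 10 min at room temperature with a 500nM (2x) first reagent, then RGS4 at 900nM (2x) plus Transcreener GDP mix added; fluorescence polarization (620/688 nm) read before and after 90 min at 30 °C.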
TrxR1 substrate – is turned over as a substrate by rat TrxR1 | purified TrxR1 substrate turnover, NADPH consumption readout | Potency, µM (doses to about 114 µM), inactives show top-dose activity change, negative = substrate turnover | 390,000 tested, 0.01% active | AID 588456; further: potency means the concentration at half of the fitted maximal effect; on the % scale 0 is the no-effect control and ±100 the full control effect; nearly all actives have a fitted effect of over 50% in size
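Rat TrxR1, dispensed at 90 nM, was prereduced with 400 uM NADPH (final) for 5 min at ~22 deg C, then incubated with compound 15 min before 400 uM selenite. A first-read NADPH fluorescence drop versus no-compound background flagged substrates.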
The depositor's hits bear a star; ? = inconclusive; . = no result given; & = joins results of further samples; [ ] = another dose, or the depositor's remark. Unless noted, the call rests on the fitted dose curve; in most records, active means well fitted curve in the direction sought with a large enough effect; inconclusive means small, poorly fitted or top-dose-only effect, or another doubt; inactive means no such curve, though single readings can be large; an effect the other way counts as inactive or inconclusive. An excerpt (hit frequency here may not be typical).

Molecule	rTrxR1 inhibitor	mIDH1 inhibitor	TrxR1 substrate	Vif-APOBEC3F blk	RGS4 inhibitor	LDHA inh	GRP78 ERSR act	USP1-UAF1 inh	Vif-A3G inh
CC(=O)c1nnn(-c2nc(N3CCCC3)nc(N(c3ccccc3)c3ccccc3)n2)c1C	17%	4%	-3%[57.1 µM]	-7%	5%	0	-1%	-6%	2%
CCCCN(CC)CCCNC(=O)Cn1nc(Cc2ccncc2)c2ccccc2c1=O	14%	5%	4%	-4%	12%	-2	-3%	0%	1%
O=C(CSc1ncccn1)NC(=O)NC1CCCC1	.	-1%	.	-5%	.	-7	-2%	-11%	2%
COc1cc(NC(=O)CCCc2nnc3n(CC(C)C)c(=O)c4sccc4n23)cc(OC)c1	1%	-7%	-5%	2%	-1%	1	8%	-15%	-2%
Cc1ccc(-c2nc3ccccc3[nH]2)cc1N	85%[activator]	8%	316%[activator]	-3%	0%	-5	-5%	?	1%
CC(C)(C)OC(=O)N1CCC(c2c(C(=O)N3CCN(c4ccccn4)CC3)cnn2-c2ccc(F)cc2)CC1	9%	0%	4%	-9%	5%	-2	0%	-15%	-4%
Cc1ccc(CN(C)C(=O)c2ccccc2NC(=O)c2ccccc2)o1	28µM*	-9%	-2%	-5%	-22%	3	-3%	0%	-13%
Cc1cccc(NC(=O)C(c2cccc([N+](=O)[O-])c2)N2CCCCC2)c1 (stereo not drawn)	-5%	-2%	-4%	-6%	-23%	-3	-2%	-19%	-15%

Overlap with the part before: three entries, followed by the next part.
Molecule	rTrxR1 inhibitor	mIDH1 inhibitor	TrxR1 substrate	Vif-APOBEC3F blk	RGS4 inhibitor	LDHA inh	GRP78 ERSR act	USP1-UAF1 inh	Vif-A3G inh
CC(C)(C)OC(=O)N1CCC(c2c(C(=O)N3CCN(c4ccccn4)CC3)cnn2-c2ccc(F)cc2)CC1	9%	0%	4%	-9%	5%	-2	0%	-15%	-4%
Cc1ccc(CN(C)C(=O)c2ccccc2NC(=O)c2ccccc2)o1	28µM*	-9%	-2%	-5%	-22%	3	-3%	0%	-13%
Cc1cccc(NC(=O)C(c2cccc([N+](=O)[O-])c2)N2CCCCC2)c1 (stereo not drawn)	-5%	-2%	-4%	-6%	-23%	-3	-2%	-19%	-15%
O=C(NCc1ccccc1)C1CCCN(S(=O)(=O)c2cccc3nonc23)C1 (stereo not drawn)	-9%	1%	-10%	-22%	-7%	1	-4%	-23%	-4%
CCc1cnc2c(c1SCC(=O)Nc1ccc(C)cc1C)c(=O)n(C)c(=O)n2C	3%[57.1 µM]	-11%	-4%[57.1 µM]	-17%	1%	-3	-3%	?	2%
O=S(=O)(Nc1ccc2c(c1)OCO2)c1ccccc1	20%	11%	8%	-3%	-1%	3	-5%	-7%	-8%
Cc1ccc(C)c(NC(=S)/C(=C(\[O-])c2ccc(Cl)s2)[n+]2ccccc2)c1	8%	0%	-2%	-1%	-14%	2	-1%	?	-4%
O=C(Nc1ccc(Cc2ccncc2)cc1)C1CCC(N2C(=O)C3CC=CCC3C2=O)CC1 (stereo not drawn)	23%	0%	4%	-17%	-6%	-1	-3%	-3%	1%
CC(C)c1ccc(/C=C2\NC(=S)N(Cc3cccnc3)C2=O)cc1	11%[57.1 µM]	-8%	3%[57.1 µM]	0%	-11%	-5	2%	-27%	7%
Cc1ccnc(NC(=O)c2ccc(OCc3c(C)noc3C)cc2)c1	-12%	-2%	-9%	-12%	-27%	-4	2%	-8%	1%
O=C(NC(=S)Nc1ccccc1F)c1ccc(Br)o1	-10%	-4%	-1%	-20%	-5%	-1	4%	-5%	1%

The results go on:
Molecule	rTrxR1 inhibitor	mIDH1 inhibitor	TrxR1 substrate	Vif-APOBEC3F blk	RGS4 inhibitor	LDHA inh	GRP78 ERSR act	USP1-UAF1 inh	Vif-A3G inh
COc1ccccc1S(=O)Cc1ccc(C(=O)NCc2ccccc2Cl)o1 (stereo not drawn)	-25%	1%	-3%	-3%	?	0	-3%	-1%	1%
CCC1(c2ccc(Cl)cc2)NC(=O)N(CC(=O)NC2CCCCCC2)C1=O (stereo not drawn)	13%	0%	-3%	-1%	-9%	-4	-3%	-12%	0%
COCCn1c(C)cc(C(=O)CSc2nc3nc(C)cc(C)n3n2)c1C	-16%	6%	-9%	7%	-12%	5&-7	-3%	-3%	0%
CCOC(=O)C1=C(CC)Nc2ccccc2N=C1NC(=O)c1ccc(OC)c(S(=O)(=O)N2CCOCC2)c1	18%	-9%	-4%	12%	-1%	-2	-3%	-10%	-2%
O=C(Cc1cccc(NC(=O)C2CCCN(C(=O)C3CCCCC3)C2)c1)Nc1ccc(C(=O)N2CCCCC2)cc1 (stereo not drawn)	7%	-6%[38.3 µM]	-1%	2%	-6%	-3	0%	-12%	-5%
O=C(NCCS(=O)(=O)NCc1cccnc1)c1ccccc1	-7%	1%	-8%	5%	-5%	-7	-4%	4%	-1%
Cc1cc(NC(=O)CSc2nnc(C)c(=O)n2N)no1	4%	0%	0%	-1%	-4%	-1	-4%	-12%	1%
CC(=O)OC1OCCOC1NC(=S)Nc1ccc(C)cc1 (stereo not drawn)	-1%	8%	-2%	0%	-1%[56.9 µM]	0	0%	-23%	0%

The list goes on:
Molecule	rTrxR1 inhibitor	mIDH1 inhibitor	TrxR1 substrate	Vif-APOBEC3F blk	RGS4 inhibitor	LDHA inh	GRP78 ERSR act	USP1-UAF1 inh	Vif-A3G inh
CN(C)CCNc1oc(COc2ccc(Cl)cc2Cl)nc1C#N	-13%	-5%	9%[57.1 µM]	-1%	-11%	1	-3%	-21%	2%
CC(=O)c1nn(-c2cccc(Br)c2)cc1C(=O)c1ccc(C)cc1	17%	-5%	2%	-12%	41%	0	-1%	-18%	-3%
CC(C)=CC(=O)Nc1nc2ccc([N+](=O)[O-])cc2s1	7%[57.1 µM]	-5%	4%[57.1 µM]	1%	41%	-2	3%	-1%	-4%
CCN(C(=O)c1cc2c(=O)n(CC)c3ccccc3c2s1)c1cccc(C(F)(F)F)c1	37%[activator]	-15%	3%	4%	9%	4	-4%	-22%	4%
CCOc1ccc(NC(=O)CCc2c(C)nc3nc(-c4cc(OC)cc(OC)c4)nn3c2C)cc1	7%	6%	1%	-4%	9%	1	-2%	-8%	2%
O=C(Nc1ccccc1)c1cccc(-c2nnc(-c3ccccc3)o2)c1	-13%	6%	-9%	-2%	11%	-8	1%	2%	-1%
CCn1c2ccccc2c2cc(NC(=O)c3cc(OC)c(OC)c(OC)c3)ccc21	1%	3%	6%	2%	1%	-2	-5%	-11%	-29%
O=C1N/C(=N/N=C/c2ccccc2O)SC1Cc1ccc(F)cc1 (stereo not drawn)	15%	1%	-1%	-19%	1%	-9	-2%	-22%	-9%

The results go on:
Molecule	rTrxR1 inhibitor	mIDH1 inhibitor	TrxR1 substrate	Vif-APOBEC3F blk	RGS4 inhibitor	LDHA inh	GRP78 ERSR act	USP1-UAF1 inh	Vif-A3G inh
CCOC(=O)c1ccc(S(=O)(=O)N2CCC(C(=O)N3CCN(c4ccccc4OC)CC3)CC2)cc1	-8%	3%	-11%	1%	?	-3	-6%	-21%	-9%
CN(c1ccccc1C(=O)NC1CCCCC1)S(=O)(=O)c1ccccc1	25%[11.4 µM]	7%	7%[11.4 µM]	-1%	12%	1	-2%	-29%	-5%
O=C(CSc1nnc(NC2CC2)s1)c1ccc[nH]1	9%[57.1 µM]	0%	11%[57.1 µM]	-9%	14%	-4	-7%	-17%	5%
O=[N+]([O-])c1cc(-c2nc(-c3ccccc3)no2)ccc1NCC1CCCO1 (stereo not drawn)	19%	5%	-5%	-1%	-7%	-4	0%	-25%	1%
COc1ccc(C(=O)NNc2ccccc2)cc1	10%	-2%	7%	-7%	-33%	-7	0%	-19%	-2%
COc1ccc(-c2csc(N3CCC(C(N)=O)(N4CCCCC4)CC3)n2)cc1	18%	-1%	9%	-15%	-17%	-3	-2%	-7%	2%
Cc1ccc(/C(N)=N/OC(=O)c2ccc3ccccc3c2)cc1	11%	-12%	5%	-5%	-2%	2	14%	-28%	-9%
Cc1ccc(C(=O)N2N=C(c3ccccc3)CC2(O)C(F)(F)F)o1 (stereo not drawn)	5%	-8%	-2%	-14%	-21%	0	-2%	-21%	-13%

Only mIDH1 inhibitor, Vif-A3G inh and Vif-APOBEC3F blk (two entries from above):
Compound	mIDH1 inhibitor	Vif-A3G inh	Vif-APOBEC3F blk
CCOC(=O)c1ccc(S(=O)(=O)N2CCC(C(=O)N3CCN(c4ccccc4OC)CC3)CC2)cc1	3%	-9%	1%
CN(c1ccccc1C(=O)NC1CCCCC1)S(=O)(=O)c1ccccc1	7%	-5%	-1%
